# Compound activity: PubChem, NCI
# All columns: NCI-60 one-dose screen, growth in % after 48 h at 10 µM unless noted; 100 = growth as untreated, 0 = no growth, -100 = all killed.
# SNB-75: SNB-75 CNS cancer; hit rate 5% among 79,000
# HCC-2998: HCC-2998 colon cancer | hit rate 4.7% among 79,000 | AID 1794799
# SF-539: SF-539 CNS cancer | hit rate 6.8% among 81,000
# PC-3: PC-3 prostate cancer cells. hit rate 3.9% among 80,000. AID 1794754
# HT29: HT29 colon cancer | hit rate 7.4% among 81,000 | AID 1794748
# SW-620: SW-620 colon cancer | hit rate 5.2% among 82,000 | AID 1794795
# DU-145: DU-145 prostate cancer; hit rate 4.2% among 81,000
# KM12: KM12 colon cancer cells; hit rate 5% among 82,000
# SNB-19: SNB-19 CNS cancer cells; hit rate 2.5% among 81,000
# Numbers without * were called inactive; nt = no result given; & = joins results of further samples; [ ] = dose if it differs, or a comment. Rule for the calls: active = growth percent below 10; inactive = the rest. Rows were taken by chance; overall some 11% were active at least once.
SMILES,SNB-75,HCC-2998,SF-539,PC-3,HT29,SW-620,DU-145,KM12,SNB-19
COC(=O)c1ccc(NC2=C(Cl)C(=O)c3nc(C)ccc3C2=O)cc1,106.2,101.6,72.6,57.3,90.5,18.3,68.5,50.3,61.9
O=C(CCN1C(=O)CCC1=O)Nc1ncc(Cc2ccccc2)s1,105.7,111.1,101.6,90.3,106.0,109.1,109.1,108.0,98.5
c1cc2nc(-c3cn[nH]c3)c3c(c2cc1-c1cn[nH]c1)C1CCC3C1 (centres undefined),-1.7*,84.5,66.7,62.3,81.8,77.5,81.4,37.8,78.9
Cc1c(C(=O)NC(Cc2ccccc2)C(O)C(=O)NC(C)C)[nH]c2ccccc2c1=O (centres undefined),95.6,116.7,101.4,95.8,107.6,110.1,111.4,104.6,99.9
NOCc1ccc(CON)cc1,83.6,115.4,104.6,103.5,115.7,103.5,111.1,101.7,105.1
COc1cc(/C=C2/SC(=O)N(CCCC(=O)N3CCN(c4cc5c(cc4F)c(=O)c(C(=O)O)cn5C4CC4)CC3)C2=O)cc(OC)c1OC,94.1,100.6,99.5,113.9,110.6,100.2,110.1,101.6,103.5
N#Cc1ccc(N2Cc3cc(Cl)ccc3OC3=C2C(=O)N(Cc2ccc(F)cc2)C3=O)cc1,-3.4*,42.2,-65.7*,11.8,-59.1*,-81.0*,-91.8*,52.6,57.8
CON(C)C(=O)c1cc(-c2ccc(C)cc2)n(-c2ccc(S(C)(=O)=O)cc2)n1,99.7,105.9,92.9,96.3,105.2,nt,98.5,103.6,94.5
CCC(=O)c1ccc(O)c(OC)c1,100.1,100.7,110.6,92.4,102.5,100.6,112.8,112.8,95.9
CCOC(=O)OC(C)OC(=O)C1N2C(=O)C(NC(=O)[C@H](N)c3ccccc3)C2SC1(C)C (some centres undefined),93.3,97.4,111.5,86.1,104.8,105.7,119.2,113.5,106.5
CN(CCO)CC(O)Cn1cnc2c1c(=O)n(C)c(=O)n2C (centres undefined) (tested in a mixture with another compound),102.3,129.2,93.3,90.7,107.1,97.9,105.9,110.7,88.3
Cc1ccccc1-c1nnc(-c2cccc3ccccc23)o1,71.4,104.2,90.6,84.7,98.5,83.6,102.1,98.7,96.6
Clc1ccc(Sc2nc(NC3CC3)nc(Sc3ccc(Cl)cc3)n2)cc1,92.0,90.2,95.0,46.8,48.8,83.3,92.8,76.6,105.1
CCCn1ccc(-n2nnc(C(=O)OCC)c2N)n1,100.3,101.1,104.8,101.6,101.8,115.6,97.9,98.1,102.4
CC(=O)N1N=C(c2cc3ccccc3oc2=O)CC1c1cn(-c2ccccc2)nc1-c1ccc(C)cc1 (centres undefined),90.7,106.1,90.1,93.0,107.6,98.8,103.4,98.6,96.0
CC(=O)c1cc2c(N)c(C(=O)Nc3cccc4cccnc34)sc2nc1C,99.7,103.6,101.6,100.7,110.0,105.5,111.0,112.7,102.1
CC1CN=C2C=CC=CN2C1=O (centres undefined),98.8,104.4,108.6,89.0,99.5,99.1,104.4,101.0,102.4
O=C(O[C@H]1CO[C@H]2[C@@H]1OC[C@@H]2Oc1ccc(Nc2ncnc3ccsc23)cc1Cl)c1ccccc1,91.9,117.3,88.2,109.3,93.6,95.6,105.6,104.0,105.0
O=[N+]([O-])c1ccc2c(c1)C(=Nc1ccc(N=C3c4ccccc4-c4ccc([N+](=O)[O-])cc43)cc1)c1ccccc1-2,89.4,101.3,99.3,105.6,106.8,104.5,100.1,101.5,113.8
c1ccc(CNCc2ccc[nH]2)cc1,98.0,101.1,113.7,94.0,103.3,100.5,113.0,103.2,112.2
CC(=O)OC1OC(COC(=O)c2ccccc2)C(OC(=O)c2ccccc2)C1OC(=O)c1ccccc1 (centres undefined),99.6,129.9,109.0,84.5,108.4,93.4,102.5,107.5,106.0
Cc1ccc(/C(=N/c2sc(-c3ccccc3)nc2-c2ccccc2)N2CCN(c3ccccc3)CC2)cc1,115.6,106.8,101.1,104.1,102.7,98.2,104.4,101.5,104.4
N#CC(C#N)=NO,89.1,96.3,99.8,71.8,91.7,100.2,111.4,102.6,102.3
CC1(C)OC(=O)C(c2ccsc2)C(=O)O1,92.5,106.5,98.9,85.0,100.4,107.7,106.7,101.6,108.2
COc1ccc(N2CCC(=O)NC2=S)cc1,96.6,95.9,99.4,106.5,105.0,96.8,114.6,105.5,105.2
COc1ccc(C(=O)C2C(C#N)C(C#N)C3C=Cc4ccccc4N32)cc1 (centres undefined),-21.3*,33.6,-20.9*,29.2,8.8*,26.5,24.2,6.4*,32.7
COc1cc(-c2c(-c3ccccc3)c[nH]c2C(N)=O)c(OC)c2c1OCO2,90.0,119.8,98.9,101.4,112.5,105.9,108.5,104.8,94.8
CCN(CC)c1ccc(/C=N/NC(=O)c2ccccc2Nc2ccnc(C(F)(F)F)c2)c(O)c1,43.8,76.7,-11.1*,36.0,37.7,37.3,20.7,31.4,20.1
CCOC(=O)C(CC)(CCc1ccccc1[N+](=O)[O-])C(=O)OCC,nt,104.0,94.7,77.0,91.7,89.8,111.2,89.5,103.8
C=CCOc1ccc2c(c1)CC=C1[C@@H]2CC[C@]2(C)C(=O)/C(=N/O)C[C@@H]12,114.6,74.8,46.1,87.0,26.8,79.6,91.7,57.9,104.1

# Single records, from the list above.
# C=CCOc1ccc2c(c1)CC=C1[C@@H]2CC[C@]2(C)C(=O)/C(=N/O)C[C@@H]12 reads SNB-75 = 114.6; HCC-2998 = 74.8; SF-539 = 46.1; PC-3 = 87.0; HT29 = 26.8; SW-620 = 79.6; DU-145 = 91.7; KM12 = 57.9; SNB-19 = 104.1
# COc1ccc(N2CCC(=O)NC2=S)cc1 reads SNB-75 = 96.6; HCC-2998 = 95.9; SF-539 = 99.4; PC-3 = 106.5; HT29 = 105.0; SW-620 = 96.8; DU-145 = 114.6; KM12 = 105.5; SNB-19 = 105.2

# Next section:
SMILES,SNB-75,HCC-2998,SF-539,PC-3,HT29,SW-620,DU-145,KM12,SNB-19
Cc1ccc2cccc(OC(=O)Nc3ccc(C)c(NC(=O)Oc4cccc5ccc(C)nc45)c3)c2n1,100.4,105.0,95.0,nt,114.7,99.5,121.4,110.9,108.3
Cc1ccc(-c2csc3nc(N4NC(=O)CC4=O)cn23)cc1,73.3,101.5,101.4,87.3,111.2,102.7,118.4,114.9,102.3
CCOC(=O)C(=CNc1ccc(-c2cn3c(n2)sc2cc(Oc4ccnc(C(=O)NC)c4)ccc23)cc1)C(=O)OCC,102.2,100.3,98.7,91.9,81.8,108.1,117.6,94.6,91.2
CC1(C)OC(CI)C(COS(C)(=O)=O)O1 (centres undefined),102.2,104.5,100.5,98.8,100.6,103.6,108.7,104.8,106.5
CCOC(=O)c1ccc(NC(=O)c2ccc(-n3c(=O)[nH]c4ccccc4c3=O)cc2)cc1,52.3,108.3,82.0,112.5,108.2,111.8,101.5,103.7,82.0
CC/C(=C(\c1ccc(OCCN2CCCCC2)cc1)c1ccc(OC(=O)c2ccccc2)cc1)c1ccc(OC)cc1,96.5,86.0,89.7,82.2,63.7,91.7,105.1,101.3,93.7
O=C(Sc1ccc(Cl)cc1)c1ccco1,105.9,99.8,125.1,77.0,nt,nt,109.4,107.7,101.1
N#CC(c1c(Cl)cccc1N1CCCCC1)N1CCCCC1 (centres undefined),90.7,100.3,94.4,102.4,101.1,113.8,112.2,107.1,104.1
CCc1ccccc1NC(=O)c1sc2nc3c(cc2c1N)C(=O)CCC3,-15.4*,24.0,-1.5*,18.0,8.6*,25.7,2.5*,25.4,68.9
C/C(=N\NC(=O)c1ccc(C(C)(C)C)cc1)c1ccc(O)cc1O,54.7,8.7*,14.7,33.8,25.3,29.9,29.3,22.8,40.1

# Quoted from the listing:
# `C/C(=N\NC(=O)c1ccc(C(C)(C)C)cc1)c1ccc(O)cc1O` in KM12 shows 22.8
# `CCOC(=O)c1ccc(NC(=O)c2ccc(-n3c(=O)[nH]c4ccccc4c3=O)cc2)cc1` in SW-620 shows 111.8
# `CCOC(=O)C(=CNc1ccc(-c2cn3c(n2)sc2cc(Oc4ccnc(C(=O)NC)c4)ccc23)cc1)C(=O)OCC` in SW-620 shows 108.1

# Other results.
SMILES,SNB-75,HCC-2998,SF-539,PC-3,HT29,SW-620,DU-145,KM12,SNB-19
CCOc1ccc(NC(=O)CSc2oc(-c3ccccc3)nc2S(=O)(=O)c2ccc(Br)cc2)cc1,101.1,111.5,99.6,69.1,82.3,94.6,103.5,101.7,93.4
CN1/C(=C/C=C/c2n(Cc3ccc4ccccc4c3)c(Cl)c(Cl)[n+]2Cc2ccc3ccccc3c2)Oc2ccccc21,-63.6*,-87.6*,-94.0*,-78.4*,-79.7*,-79.9*,-86.6*,-80.9*,-96.3*
CCOC(=O)/C(=N\O)C1=CSC2=NNC(C)(C)N12,nt,111.4,93.2,91.5,107.8,95.6,107.2,109.6,86.8
N#Cc1c(-c2ccccc2)cc(-c2cc(=O)oc3ccc(Cl)cc23)c(C#N)c1N,87.5,102.8,100.2,92.3,105.0,114.9,103.2,94.7,114.4
COc1ccc(/C=C(/c2cc(OC)c(OC)c(OC)c2)c2nnc(-c3cc(OC)c(OC)c(OC)c3)o2)cc1,73.3,102.6,93.2,54.5,93.4,92.2,101.4,91.6,83.3
C#CCOC1CCCCC1O (centres undefined),85.2,96.9,99.3,107.8,102.3,104.0,115.1,110.1,93.6
COc1ccc2c(=O)cc(-c3ccccc3)oc2c1,109.6,115.3,85.4,89.6,101.4,116.3,76.9,94.0,97.0
CCOC(=O)/C(=C\Nc1cccc(OCc2ccccc2)c1)NC(=O)c1ccccc1,85.9,108.3,97.8,89.2,98.0,100.2,123.0,100.5,96.9
CC1(C)C2CCC1(C)C(SC(=N)N)C2 (centres undefined),93.0,97.8,99.4,96.0,100.5,91.0,110.6,94.5,108.7
COc1cc(Nc2ncccc2C(=O)NCc2cn(Cc3cccc(Oc4ccccc4)c3)nn2)cc(OC)c1OC,nt,95.6,95.8,57.4,87.3,101.2,96.9,61.8,91.9
O=C(Nc1ccccc1)c1ccco1,87.0,84.0,102.4,100.1,100.4,103.6,111.6,116.5,107.3
COc1ccc(-c2nc(-c3nc4ccc(C)cc4[nH]3)c3ccccn23)cc1,66.6,36.4,82.4,25.3,21.9,61.2,52.2,nt,55.3
NC1=NN(c2c(Cl)cc(Cl)cc2Cl)C(=O)C1,86.6&82.6,100.5&93.6,109.4&97.5,100.9&101.2,99.0&107.1,108.6&97.3,104.8&107.9,103.4&103.3,101.0&102.8
COc1cccc(/C(=C/c2ccc([N+](=O)[O-])cc2)C(=O)O)c1,99.2,113.9,94.3,106.1,103.8,110.3,123.8,102.5,94.1
CSc1nc(Nc2cccc(NC(=O)CCl)c2)c(C#N)c(-c2cccc([N+](=O)[O-])c2)n1,30.5,104.9,73.3,30.5,17.7,7.8*,13.4,88.5,83.5
COC(=O)[C@H](Cc1cnc[nH]1)NC(=O)[C@@H](NC(=O)Nc1cc(C(F)(F)F)cc(C(F)(F)F)c1)C(C)C,-95.3*[100 µM],-82.2*[100 µM],-95.7*[100 µM],-93.2*[100 µM],-80.3*[100 µM],-48.2*[100 µM],-100.0*[100 µM],-94.6*[100 µM],-96.3*[100 µM]
CCN(CC)C(=O)NCCCCCCNC(=O)N(CC)CC,98.8[100 µM],110.4[100 µM],102.6[100 µM],102.1[100 µM],108.2[100 µM],102.2[100 µM],110.2[100 µM],103.5[100 µM],104.5[100 µM]
CCOC(=O)C1=NC(Cc2c[nH]c3ccccc23)C(=O)N(c2ccccc2)N1 (centres undefined),95.4,95.3,95.3,97.4,108.3,104.4,110.6,104.6,98.1
CCn1c(SC/C(=N/O)c2ccccc2)nnc1-c1ccccc1,87.8,96.6,93.7,81.2,104.3,98.7,106.6,110.3,98.9
Clc1ccc(-n2ncc3c(NCCCN4CCOCC4)ncnc32)cc1,89.6,104.8,97.0,87.5,105.1,104.3,104.3,102.8,101.6
CN(c1ccccc1C(=O)O)S(=O)(=O)c1ccccc1,90.3,106.3,105.3,89.7,106.1,111.6,120.9,108.8,104.8
O=C(Nc1nc2ccc(OC(F)(F)F)cc2s1)c1ccc(F)cc1,73.7,3.8*,21.5,12.4,15.7,13.3,nt,2.2*,12.3
C/C(=C\CC(O)Cc1ccccc1)C(=O)N[C@H](C(=O)N1CCCC1c1nccs1)C(C)C (some centres undefined),85.3,104.4,100.6,102.7,98.6,102.8,106.4,95.7,105.5
COC(=O)c1ccccc1NC(=O)c1nnn(-c2ccccc2)c1-c1ccco1,95.3,100.9,88.2,85.7,106.2,103.7,101.4,100.6,76.4
N#Cc1ccc([N+](=O)[O-])cc1OCCN1CCOCC1,105.0,103.3,98.7,97.1,89.0,106.2,107.5,97.3,104.0
CCOC(=O)N(Cc1ccccc1)Cc1ccccc1,98.0,97.8,106.9,90.2,98.2,101.1,107.5,105.8,100.5
CCOc1ccc(NC(=O)CSc2oc(-c3ccccc3)nc2S(=O)(=O)c2ccc(C)cc2)cc1,45.3,82.6,17.8,62.3,50.9,74.3,67.3,65.4,70.7
Cc1c(C(=O)Nc2nc3ccccc3s2)nnn1-c1ccccc1Br,89.3,92.1,94.0,69.2,82.3,92.3,85.7,93.2,77.3
